STEP inh: inhibitors of human striatal-enriched phosphatase STEP; P54829; recombinant STEP, OMFP fluorogenic substrate, fluorescence; inhibition, % at 20 µM; 360,000 compounds, 0.25% hits; AID 588621;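 active = inhibition at 20 µM, scaled per plate between control wells, above about 37%, limit read from the data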;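 note: 0% = DMSO with enzyme and substrate and 100% = substrate only without enzyme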
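Material: STEP (striatal-enriched tyrosine phosphatase) enzyme, cell-free | Medium: 50 mM Bis-Tris pH 6.0 with 2.5 mM DTT and 0.005% Tween 20 | Read-out: Percent inhibition scaled to no-enzyme and uninhibited-enzyme controls, plate-pattern corrected | Signal: Fluorescence read at 480 nm ex / 540 nm em | Times: 20 min reaction, room temperature, in the dark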
SUMO1-SIM PPI: alters human SUMO1 binding to SIM partners | SUMO1 binding to a labelled peptide, TR-FRET, 1 h | 360,000 compounds, 0.33% hits | P63165 | inhibition, % at 20 µM; in the data active = inhibition above about 37%
Target sequence (P63165 whole entry, looked up): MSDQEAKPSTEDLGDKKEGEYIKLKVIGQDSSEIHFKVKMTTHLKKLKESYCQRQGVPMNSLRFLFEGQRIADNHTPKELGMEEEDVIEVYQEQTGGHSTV
NadD block: blocks S. aureus nicotinate mononucleotide adenylyltransferase; AID 602399; 360,000 compounds, 0.78% hits; inhibition, % at 20 µM; purified NadD enzyme, colorimetric absorbance read-out; in the data active = inhibition above about 26%; note: some compounds past the cut are filed as inactive
Scp1 inh: blocks human Scp-1 phosphatase activity. AID 493091. Recombinant Scp1, phosphopeptide, malachite green phosphate absorbance. Q9GZU7. 340,000 compounds, 0.88% hits. inhibition, % at 20 µM;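 active = inhibition above about 50% at 20 µM, limit read from the data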;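 note: plate controls were DMSO wells with enzyme for no effect and wells lacking enzyme for full effect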
Target sequence (Q9GZU7 76-261 limits assumed): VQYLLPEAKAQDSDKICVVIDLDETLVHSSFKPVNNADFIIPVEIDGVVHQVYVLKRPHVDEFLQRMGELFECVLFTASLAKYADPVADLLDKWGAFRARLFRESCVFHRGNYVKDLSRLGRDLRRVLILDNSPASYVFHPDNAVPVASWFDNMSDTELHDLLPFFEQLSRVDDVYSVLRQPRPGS
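System: truncated SCP-1 phosphatase (76-261aa); medium: Tris acetate buffer pH 5.5 with MgCl2 and Tween-20; incubation: 45 min room-temperature reaction, 5 min colour, 30 min stabiliser; compound: single 20 µM dose, 1% DMSO; reagent: Phosphorylated 17-residue peptide substrate; read-out: % inhibition at 20 µM; technique: colorimetric free-phosphate detection, absorbance 630 nm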
CSN deneddyl inh: CSN deneddylation inhibition; Q92905; Purified CSN, SCF-Nedd8-OG deneddylation, fluorescence polarization; inhibition, % at 12.5 µM; 360,000 compounds, 0.38% hits; AID 651999;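 active = pattern-corrected inhibition above about 35%, with an unprinted fluorescence ratio check between 0.5 and 1.5, limit read from the data, passing the limit was not always enough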;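 note: 0% = enzyme with substrate and 100% = substrate without enzyme; some results filed as inactive read as strong as hits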
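test system = HEK293T-derived human Csn5 enzyme | amount = 0.24 nM Csn5 enzyme, final concentration | medium = Tris/NaCl/DTT buffer, pH 7.5 | schedule = 90 min reaction at room temperature | signal = FP | evaluation = inhibition of Csn5 cleavage, % | compound dosing = single dose of 12.5 µM compound with 0.25% DMSO | probe or stimulus = 10 nM SCFSkp2-Nedd8OG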
TbMetRS inhib: blocks T. brucei methionyl-tRNA synthetase activity | purified T. brucei MetRS, ATP depletion, Kinase-Glo luminescence | inhibition, % at 11.9 µM | 360,000 compounds, 0.4% hits | AID 624268;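 active = inhibition above a per-plate cutoff of the control wells' mean inhibition plus 3 SD, cut at about 5.5% in these data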;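 note: 0% = DMSO wells median and 100% = median of wells with control inhibitor compound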
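Dosing: 11.9 µM single point; system: parasite MetRS enzyme; technique: luminescence of leftover ATP; times: 15 min enzyme-compound preincubation, 2 h reaction, 10 min detection, 25 °C; replicates: each compound tested once; read-out basis: percent inhibition relative to median high and low control wells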
DNMT1 block: inhibitors of human DNMT1; DNMT1 molecular beacon, Hinp1I cleavage, fluorescence; inhibition (reported as % activation of signal), % at 10 µM; 360,000 compounds, 0.83% hits; AID 588458; in the data active = inhibition above about 50%
MsrA inh: inhibitors of bovine MsrA; inhibition, % at 15.5 µM; purified bovine MsrA, absorbance read-out; 360,000 compounds, 0.75% hits; in the data active = inhibition above about 4.5%;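 note: 0% = vehicle wells with enzyme and 100% = reference inhibitor wells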
LMPTP inh: LMPTP (human) inhibition. P24666. recombinant LMPTP-A, OMFP fluorogenic substrate, fluorescence intensity. inhibition, % at 20 µM. 360,000 compounds, 0.22% hits. AID 651560;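 active = compounds that cut the enzyme signal by at least half of the control window in the single-dose screen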;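 note: plate controls were DMSO wells with enzyme plus substrate for no effect and substrate without enzyme for full effect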
Target sequence (P24666 whole entry, looked up): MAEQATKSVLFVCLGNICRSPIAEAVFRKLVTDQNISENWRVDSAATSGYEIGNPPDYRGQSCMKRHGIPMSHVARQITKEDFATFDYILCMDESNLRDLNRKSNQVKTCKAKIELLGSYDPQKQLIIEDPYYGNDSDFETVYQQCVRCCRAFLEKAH
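Assay system: LMPTP-A enzyme. Input: 0.625 nM LMPTP-A final. Probe or stimulus: 400 µM OMFP. Compound dosing: single 20 µM dose. Schedule: 50 min dark incubation at room temperature. Detection: fluorescence intensity of OMFP turnover product. Read-out: percent inhibition versus substrate-only and uninhibited controls. Benchmarks: no-enzyme low control, uninhibited high control.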
Rpn11 inh: blocks the human proteasome subunit Rpn11 | O00487 | human 26S proteasome, Ub4-pepOG fluorescence polarization; 20S core pre-blocked with epoxomicin | calls only at 20 µM | 360,000 compounds, 0.59% hits | AID 588493;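 active = inhibition at 20 µM, scaled to each plate's controls, above about 33%, limit read from the data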
Target sequence (O00487 whole entry, looked up): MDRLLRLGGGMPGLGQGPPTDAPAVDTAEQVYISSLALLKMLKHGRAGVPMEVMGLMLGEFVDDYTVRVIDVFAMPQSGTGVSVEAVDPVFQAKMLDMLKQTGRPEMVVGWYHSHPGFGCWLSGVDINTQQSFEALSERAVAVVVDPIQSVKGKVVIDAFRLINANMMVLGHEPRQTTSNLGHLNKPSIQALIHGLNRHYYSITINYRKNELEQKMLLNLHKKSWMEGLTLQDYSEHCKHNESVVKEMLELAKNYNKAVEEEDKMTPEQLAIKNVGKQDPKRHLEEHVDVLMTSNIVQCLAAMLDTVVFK
* marks the source's active call; other numbers are inactive results; i = inactive; · = no result given; & = joins results of further samples. An unsorted share of the library. About 3.9% of those tested had a hit in this group.

SMILES	STEP inh	SUMO1-SIM PPI	NadD block	Scp1 inh	CSN deneddyl inh	TbMetRS inhib	DNMT1 block	MsrA inh	LMPTP inh	Rpn11 inh
COc1cccc(CN2CCNC(=O)C2CC(=O)NCCOc2cccnc2)c1 (centres undefined)	-2	-1	-1	-1	3	-0.3	-5	-1.8	-2.4	i
Cc1ccc(-n2nc3c(N4CCC(C(=O)N5CCCCCC5)CC4)nnc(C)c3c2C)cc1	0	-6	11	0	3	-0.1	0	·	3.3	i
COc1cc(/C=C(\NC(=O)c2ccccc2)C(=O)NCCO)c([N+](=O)[O-])cc1OC	-4	-20	4	-5	-12	0.2	0	2.3	-1.5	i
Oc1cc(Nc2ccccc2)cc2cccnc12	0	-20	1	-4	6	-0.5	-10	-0.6	1.1	i
CCOC(=O)CSc1ccc2nnc(-c3ccccc3)n2n1	3	-11	5	-9	8	-0.5	4	-0.9	-0.2	i
CCN(CC)S(=O)(=O)c1ccc(OCC(=O)NC(=O)c2ccccc2OC)c([N+](=O)[O-])c1	1	-4	1	3	4	-0.2	8	1.6	3.7	i
N#C/C(=C\c1cccc(NC(=O)c2ccccc2Cl)c1)C(=O)NCCc1ccccc1	0	-2	7	-18	-5	-0.2	-11	1.1	1.9	i
O=C(CSc1ncccn1)NC1CCS(=O)(=O)C1 (centres undefined)	1	3	2	-8	2	0.0	2	-0.1	0.0	i
CN1CCN(CC(=O)Nc2c(C#N)cnn2-c2ccccc2)CC1	0	5	0	-4	-1	-0.4	0	-1.0	-3.1	i
N/C(=N\N=C\c1ccc(O)cc1)c1nonc1N	-2	-14	-6	-3	-3	0.5	-1	6.4*	-0.8	i
Cc1ccccc1OCC(=O)NCCNC(=O)c1ccncc1	-1	-2	2	1	0	-0.6	-1	-1.7	-1.2	i
CN(C)c1ccc(NC(=O)c2cccc(C(=O)Nc3ccc(N(C)C)cc3)n2)cc1	6	-7	3	-8	3	-0.5	-31	2.7	5.8	i
NC(N)=NC(=O)c1nc(Cl)c(N)nc1N	0&-1&3	-19&-15&-9	0&-5&-3	-6&-9&2	2&-1&-3	-0.1&-1.8&0.4	7&4&5	3.2&3.0&2.9	0.8&2.3&1.6	i
O=C(Cc1cccc(C(F)(F)F)c1)NCc1cccc(Cl)c1	-3	-1	-9	-10	-2	3.8	2	-0.6	0.7	i
COc1cc(CN2CCC(n3nccc3NC(=O)C3CCOC3)CC2)ccc1F (centres undefined)	-2	-1	-2	1	0	-0.4	0	-1.3	-1.5	i
O=C(N/N=C/c1c[nH]c2ccccc12)c1ccccc1Cl	-2	-7	-6	-6	2	0.7	-3	2.8	-0.6	i
COc1ccc(C(=O)O/N=C(\N)c2ccccc2)cc1OC	1	10	-7	-9	1	0.5	2	-1.0	1.7	i
COc1ccc(-c2[nH]ncc2CN2CCCO2)cc1F	-1	0	1	-9	5	-1.7	7	-0.4	-0.9	i
Cn1c(O)c(N=NC(=O)c2cccc(S(=O)(=O)N3CCCCC3)c2)c2ccccc21	1	-8	7	-11	-7	0.3	-6	0.4	1.6	i
C[C@H](NC(=O)[C@@H]1CSC2c3ccccc3C(=O)N21)C(=O)NCCc1ccccc1 (some centres undefined)	1	-5	5	0	1	0.0	-2	0.8	0.8	i

The list goes on; it opens with the three that closed the last part.
SMILES	STEP inh	SUMO1-SIM PPI	NadD block	Scp1 inh	CSN deneddyl inh	TbMetRS inhib	DNMT1 block	MsrA inh	LMPTP inh	Rpn11 inh
COc1ccc(-c2[nH]ncc2CN2CCCO2)cc1F	-1	0	1	-9	5	-1.7	7	-0.4	-0.9	i
Cn1c(O)c(N=NC(=O)c2cccc(S(=O)(=O)N3CCCCC3)c2)c2ccccc21	1	-8	7	-11	-7	0.3	-6	0.4	1.6	i
C[C@H](NC(=O)[C@@H]1CSC2c3ccccc3C(=O)N21)C(=O)NCCc1ccccc1 (some centres undefined)	1	-5	5	0	1	0.0	-2	0.8	0.8	i
CC(=O)c1ccc(N(CC(=O)NCC2CCCO2)C(=O)CCC(=O)Nc2cc(C)on2)cc1 (centres undefined)	-6	1	-2	10	-2	-1.3	2	-0.1	-0.8	i
NC(=O)N/N=C/c1cn(CC(=O)Nc2ccc(F)cc2)c2ccccc12	0	-13	-2	-1	3	0.3	7	-0.8	0.3	i
CCN(CC)CCCNC(=S)N(Cc1cccnc1)Cc1cc2cc(C)cc(C)c2[nH]c1=O	4	-3	-8	-7	5	-1.2	-1	0.8	10	i
Cc1cc(C)n2nc(-c3ccc(Cl)cc3)cc2n1	1	-46	-8	-7	0	-0.3	3	-0.5	1.9	i
CC(=O)Nc1ccc(C(=O)OCCc2ccccc2)cc1	1	0	0	-6	1	-0.1	0	-0.7	-0.5	i
CC(=O)n1cc([C@H]2C=C(C(=O)N3CCOCC3)O[C@@H](OCCCCO)C2)c2ccccc21	-3	-7	1	-10	-2	-0.5	1	0.9	-0.5	i
COc1ccc(NC(=S)Nc2ccc(Oc3ccccc3)cc2)cc1	-2	1	1	-11	2	-0.4	-3	-0.3	-1.0	i
O=C(Cn1cnc2ccccc2c1=O)c1ccc(Cl)cc1	-4	4	-1	-4	-1	-0.3	2	-1.1	-0.3	i
Cc1cccc(C2C3=C(Nc4[nH]n(-c5ccccc5)c(=O)c42)c2ccccc2C3=O)c1 (centres undefined)	5	35	8	-2	-3	0.0	-9	2.8	5.0	i
NC(=O)c1ccsc1NC(=O)COC(=O)Cc1n[nH]c(=O)c2ccccc12	-1	3	5	13	4	0.0	0	-0.4	15	i
Cc1n[nH]c2c([N+](=O)[O-])c(=O)[nH]c(=O)n12	1	2	0	-5	2	-0.3	0	3.8	-0.3	i
C=CCNC(=O)c1ccc(NC(=O)CC2SC(N3CCCC3)=NC2=O)cc1 (centres undefined)	2	-4	1	-2	1	-0.5	2	-0.4	-0.2	i
COc1ccc(OCc2nnc(SCC(=O)NCc3ccco3)o2)cc1	4	-1	-2	-6	-4	0.3	2	-1.2	-0.8	i
CC(C)CNc1nc(Oc2ccc(=O)n(-c3ccccc3)n2)nc(N2CCOCC2)n1	-5	-4	-4	-2	5	-1.0	-4	1.2	-0.2	i
CC1(C)Cc2c(cnn2-c2cccc(F)c2)C(NC(=O)CCN2CCCC2=O)C1 (centres undefined)	1	2	1	-2	-4	-0.6	1	1.6	-1.1	i
CC(C)C(NC(=O)c1c(F)cccc1F)C(=O)N1CCN(S(=O)(=O)/C=C/c2ccccc2)CC1 (centres undefined)	-3	1	-1	-5	-4	-0.4	-2	-0.5	0.4	i
Cc1ccc(-c2nc(CS(=O)CC(=O)NCCC(C)C)c(C)o2)cc1 (centres undefined)	2	2	-2	5	-2	-0.1	3	·	-2.0	i
Cn1cc(-c2nnnn2-c2ccc(Cl)cc2)c(=O)c2ccccc21	-4	1	-7	-4	-2	0.5	-1	2.7	-2.4	i
Cc1occc1C(=O)N/N=C/C1=C(N2CCOCC2)C(=C\c2ccc(Cl)cc2)/CC1	-2	1	14	-4	0	0.0	-2	-0.3	0.3	i
Cc1c(C(=O)N2CCN(c3ccc([N+](=O)[O-])cc3)CC2)sc2ncn(CC(=O)N3CCOCC3)c(=O)c12	2	-28	6	-1	2	1.1	4	1.7	0.4	i
O=C(Cn1ncc2c3ccccc3n(Cc3cccc(Cl)c3)c2c1=O)NCC1CCCO1 (centres undefined)	-1	-3	3	9	19	-0.5	26	-0.9	0.4	·
C[C@H](CO)N1C[C@H](C)[C@@H](CN(C)CC2CCCCC2)Oc2c(NC(=O)CCC(F)(F)F)cccc2C1=O	-4	0	-6	-2	1	-0.3	4	-0.5	-0.1	i
O=C(CNc1cccc([N+](=O)[O-])c1)NCCCc1ccccc1	0	-23	-1	3	-6	0.9	2	-0.4	0.6	i
C[C@@H]1COC(=O)[C@@H](CC(=O)OC(C)(C)C)C/C=C\C[C@@H](CC(=O)N[C@H](CO)Cc2ccccc2)C(=O)N1	1	6	-2	-5	-3	-0.2	7	0.3	0.4	i
CC(C)(C)NC(=O)c1cc(NC(=O)c2cccs2)cc(NC(=O)c2cccs2)c1	-11	3	10	-1	3	-0.5	-2	·	-1.2	i
CCOC(=O)[C@H](O)[C@@H](O)c1cccc([C@H](O)[C@@H](O)C(=O)OCC)c1	-2	9	1	0	-3	-0.3	2	0.2	-1.7	i
Cc1ccc(C23CC4CC(CC(NC(=O)N5CCN(C)CC5)(C4)C2)C3)cc1	0	3	-8	-6	3	-1.0	0	1.8	-1.8	i
CN(C)CCN(C(=O)c1ccc(S(=O)(=O)N2CCc3ccccc32)cc1)c1nc2ccc(F)cc2s1	0	0	5	11	-3	-0.6	-9	-0.1	0.5	i
Cc1ccc(N2CCN(S(=O)(=O)c3ccc(Cl)s3)CC2C)cc1 (centres undefined)	1	4	-1	-2	-1	-0.1	0	-1.3	2.1	i
COc1ccc(CCn2c(SCCN3CCCCC3)nc3ccccc3c2=O)cc1OC	3	0	-5	-2	3	-0.5	0	-0.8	-0.5	i
CCOC(=O)C1=CCN(S(=O)(=O)c2ccc(C)cc2)C1c1ccccc1 (centres undefined)	2	2	-13	·	-4	-0.8	-8	0.9	1.9	i
COc1ccc(CNC(=O)C23CN(Cc4ccccc4)CC2C(c2ccc([N+](=O)[O-])cc2)=NO3)cc1 (centres undefined)	-3	-12	1	-2	-5	-0.2	-7	0.7	1.3	i
CC1(C)CC2CC(C)(CN2Cc2cccc([N+](=O)[O-])c2)C1 (centres undefined)	1	-2	0	-8	5	-2.2	1	0.3	-2.7	i
Cc1cccc(-c2nnc(SCC#N)n2-c2cccc(Cl)c2)c1	2	-3	-1	5	4	-2.1	1	0.7	1.2	i
CC(C)CNc1ncnc2c1ncn2[C@H]1CN(Cc2ccco2)C[C@@H](CO)O1	3	-2	-4	·	6	-0.2	7	-1.0	-0.4	i
O=c1cc(-c2ccc(O)c(O)c2)oc2c1ccc1ccccc12	4	75*	21	1	9	-0.3	1	1.9	15	i

Bioassay records: PubChem BioAssay, several laboratories
